Assay outcomes: PubChem BioAssay, several laboratories
TNAP inh hiacc: human TNAP enzyme inhibitors, primary screen, biochemical, luminescent, high phosphate acceptor level, uHTS. Alkaline phosphatase, tissue-nonspecific isozyme (Homo sapiens), P05186. purified TNAP, CDP-star luminescence, 1 M DEA. inhibition, % at 20 µM. actives 0.03% (n = 200,000);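 active means over 50% inhibition of tissue-nonspecific alkaline phosphatase at 20 µM in the single-dose screen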;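 further: plate controls were DMSO wells for no effect and EDTA-quenched wells as full inhibition for full effect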
Target sequence (P05186 whole entry, looked up): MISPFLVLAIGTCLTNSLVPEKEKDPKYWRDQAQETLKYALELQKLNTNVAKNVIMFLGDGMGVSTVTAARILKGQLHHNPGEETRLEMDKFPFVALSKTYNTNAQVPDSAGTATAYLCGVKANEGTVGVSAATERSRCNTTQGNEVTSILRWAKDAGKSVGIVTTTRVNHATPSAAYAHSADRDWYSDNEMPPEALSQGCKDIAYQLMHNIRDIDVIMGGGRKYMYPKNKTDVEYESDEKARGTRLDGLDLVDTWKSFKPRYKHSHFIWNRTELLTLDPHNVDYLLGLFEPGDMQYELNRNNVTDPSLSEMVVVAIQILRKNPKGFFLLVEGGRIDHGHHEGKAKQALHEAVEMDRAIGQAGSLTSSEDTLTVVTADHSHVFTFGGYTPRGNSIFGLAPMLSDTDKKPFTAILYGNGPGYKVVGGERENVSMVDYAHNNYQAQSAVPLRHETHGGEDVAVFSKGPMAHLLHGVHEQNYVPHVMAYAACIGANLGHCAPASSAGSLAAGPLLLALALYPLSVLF
bIAP act: bovine intestinal alkaline phosphatase activators, primary screen, biochemical, bovine IAP, CDP-star luminescence; purified bovine IAP, 30 min; hits give high values; fold of DMSO-control signal, blank-subtracted; activation factor at 20 µM; actives 0.17% (n = 200,000);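 active means activation factor of 2 or more at 20 µM, a signal rise over negative controls twice the positive control's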
Diaph act CS: compounds boosting diaphorase resazurin reduction – biochemical, uHTS, resorufin fluorescence, counter-screen for diaphorase-coupled primary assays, primary screen; actives 0.005% (n = 190,000); activation factor at 20 µM; Diaphorase/resazurin coupled assay, 16 min; hits give high values; 1 = vehicle wells, 0 = NADH-free wells;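 active means diaphorase activity raised at least twofold by the compound at 20 µM; inactive means activation factor below 2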
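Assay system: Purified diaphorase enzyme from Clostridium kluyveri | Amount: Enzyme 0.07 U/mL final | Dosing: Compound 20 µM once, DMSO 1% | Timing: 16 min reaction at room temperature | Detection: Fluorescence, excitation 544 nm and emission 590 nm | Evaluation: Higher resorufin formation from activation or reduction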
bIAP inhibitor: bovine intestinal alkaline phosphatase inhibitors, primary screen, selectivity assay for TNAP inhibitor project, biochemical, bovine IAP, CDP-star luminescence. AID 1019, 2008. purified bovine IAP, 30 min. inhibition, % at 20 µM. 190,000 tested, under 10 active. alkaline phosphatase, intestinal [Bos taurus];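 active means over 50% inhibition of intestinal alkaline phosphatase at 20 µM in the single-dose screen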
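Incubation: 30 min reaction at room temperature / Material: purified bovine intestinal alkaline phosphatase (IAP) enzyme / Input: enzyme at 1/65,000,000 dilution / Dosing: 20 µM single dose / Signal: CDP-star luminescence signal / Reagent: CDP-star chemiluminescent phosphatase substrate, 30 µM final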
TNAP act hi DEA: TNAP activators at high phosphate acceptor level, primary screen, biochemical, luminescence, uHTS. purified TNAP, CDP-star luminescence, 1 M DEA, 30 min; hits give high values; 0 = EDTA background, 1 = DMSO-only activity. activation factor at 20 µM. 200,000 tested, under 10 active;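 active means activation factor at least 2 at 20 µM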
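Assay system: human TNAP; Input: enzyme diluted 1/800 final; Reagent: CDP-star luminogenic substrate at 100 µM final; Timing: 30 min, room temperature; Signal: luminescence; Evaluation: TNAP activation factor scaled between EDTA and DMSO control wells.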
PMI act hi M6P: human PMI activators, high substrate, primary screen, biochemical, fluorescence intensity, near-saturating mannose 6-phosphate; Mannose-6-phosphate isomerase (Homo sapiens), P34949; coupled PMI enzyme assay, resazurin fluorescence, 20 min; hits give high values; 1 = untreated enzyme, 0 = substrate-free blank; activation factor at 20 µM; actives 0.34% (n = 190,000); AID 1216, 2008;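 active means activation factor of 2 or more at 20 µM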
Target sequence (P34949 whole entry, looked up): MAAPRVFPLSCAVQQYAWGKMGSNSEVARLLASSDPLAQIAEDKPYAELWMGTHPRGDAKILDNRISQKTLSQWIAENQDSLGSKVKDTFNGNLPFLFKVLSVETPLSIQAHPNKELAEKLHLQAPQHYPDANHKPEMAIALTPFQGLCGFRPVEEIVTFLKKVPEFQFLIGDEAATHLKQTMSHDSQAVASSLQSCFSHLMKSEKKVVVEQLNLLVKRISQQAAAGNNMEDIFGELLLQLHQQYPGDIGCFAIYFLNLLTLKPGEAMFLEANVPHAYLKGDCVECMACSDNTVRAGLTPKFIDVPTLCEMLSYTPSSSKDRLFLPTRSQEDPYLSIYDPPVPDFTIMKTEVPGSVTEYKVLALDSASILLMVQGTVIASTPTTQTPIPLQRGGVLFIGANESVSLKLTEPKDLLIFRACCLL
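Test system: Human PMI in coupled enzyme assay | Input: 15 ng/mL PMI | Medium: HEPES-buffered pH 7.4 with magnesium and detergent | Compound: One concentration, 20 µM, in 1% DMSO | Incubation: Enzyme reaction with compound 20 min at room temperature | Detection: Diaphorase-driven resazurin-to-resorufin fluorescence, excitation 544, emission 590 nm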
PMI activator: activators of human PMI, primary screen, biochemical, fluorescence intensity, near-Km mannose 6-phosphate | Mannose-6-phosphate isomerase (Homo sapiens), P34949 | purified human PMI, coupled resazurin fluorescence, 20 min; hits give high values; 1 = vehicle control, 0 substrate-free wells | activation factor at 20 µM | actives 0.005% (n = 190,000) | AID 1214, 2008;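 active means activation factor of 2 or more at 20 µM, relative to plate controls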
L major viab: Leishmania major promastigote growth inhibition, primary screen; Leishmania major promastigotes, resazurin fluorescence viability; inhibition, % at 10 µM; actives 9% (n = 200,000); in the data active means inhibition above about 50%;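 further: promastigotes grown with compound for 44 hours at 28 °C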
TNAP inh noacc: human TNAP enzyme inhibitors, primary screen, biochemical, luminescent, no phosphate acceptor, uHTS; AID 1012, 2008; inhibition, % at 20 µM; actives 0.26% (n = 200,000); purified TNAP, CDP-star luminescence, 30 min;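 active means tissue-nonspecific alkaline phosphatase inhibition above about 50% at 20 µM in the single-dose screen, limit read from the data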;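 further: 0% = DMSO negative control and 100% = EDTA positive control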
Diaphorase inh: diaphorase inhibitors and chemical oxidizers, primary screen, counter-screen for diaphorase-coupled primary assays, biochemical, uHTS, resorufin fluorescence; diaphorase resazurin-to-resorufin fluorescence, NADH, 16 min; bacterial (C. kluyveri) enzyme, not human; inhibition, % at 20 µM; actives 0.69% (n = 190,000); AID 1217, 2008;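 active means primary screen inhibition at 20 µM above a set limit, cut at about 50% in these data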;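 further: plate controls were DMSO with full reaction for no effect and wells lacking NADH for full effect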
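Assay system: diaphorase enzyme from Clostridium kluyveri. Quantity: enzyme working solution with 0.14 U/mL diaphorase. Schedule: reaction incubation of 16 min at room temperature. Technique: resorufin fluorescence, excitation 544 nm, emission 590 nm. Controls: No-NADH positive control and DMSO neutral control.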
An asterisk follows results filed as active.

CCOc1ccccc1C(=O)Nc1ccccc1-c1ccccc1 was read as TNAP inh hiacc -0.8, bIAP act 0.9, Diaph act CS 0.9, bIAP inhibitor 12.9, TNAP act hi DEA 1, PMI act hi M6P 1, PMI activator 0.8, L major viab 72.6*, TNAP inh noacc -20.2 and Diaphorase inh 13.1.
For Nc1cccc(Nc2ccccc2)c1 the results were TNAP inh hiacc -5.7, bIAP act 0.9, Diaph act CS 0.7, bIAP inhibitor 9.5, TNAP act hi DEA 1.1, PMI act hi M6P 0.7, PMI activator 0.8, L major viab -2.7, TNAP inh noacc -8.6 and Diaphorase inh 30.6.
For Cc1ccc(Nc2cc(-n3cccn3)ncn2)c(C)c1 the results were TNAP inh hiacc -8.4, bIAP act 0.7, Diaph act CS 0.9, bIAP inhibitor 27.6, TNAP act hi DEA 1.1, PMI act hi M6P 1, PMI activator 1.1, L major viab 40.0, TNAP inh noacc 5.3 and Diaphorase inh 7.0.
COc1ccccc1NC(=O)/C(C#N)=C/c1cc([N+](=O)[O-])ccc1N1CCCC1 was read as TNAP inh hiacc 10.1, bIAP act 1, Diaph act CS 0.8, bIAP inhibitor 2.2, TNAP act hi DEA 0.9, PMI act hi M6P 1.1, PMI activator 0.9, L major viab 4.5, TNAP inh noacc 13.6 and Diaphorase inh 15.0.
`CCC1(CC)C(=O)NN(c2ccccc2)C1=O` gave TNAP inh hiacc -2.9, bIAP act 0.9, Diaph act CS 0.8, bIAP inhibitor 14.7, TNAP act hi DEA 1, PMI act hi M6P 0.9, PMI activator 1, L major viab -3.8, TNAP inh noacc -10.9 and Diaphorase inh 22.3.
`Cn1c(CCC(=O)OCC(=O)NCc2ccccc2Cl)nc(=O)c2ccccc21` gave TNAP inh hiacc -3.9, bIAP act 1, Diaph act CS 0.9, bIAP inhibitor -1.2, TNAP act hi DEA 1, PMI act hi M6P 1.1, PMI activator 1.1, L major viab -0.7, TNAP inh noacc -14.3 and Diaphorase inh 12.3.
Screening CC1=CC(C)(C)N=C(Nc2ccc(C)cc2)S1 returned TNAP inh hiacc -8.5, bIAP act 0.8, Diaph act CS 0.8, bIAP inhibitor 15.9, TNAP act hi DEA 1.1, PMI act hi M6P 0.9, PMI activator 1, L major viab 29.1, TNAP inh noacc -15.7 and Diaphorase inh 17.3.
`Cc1ccccc1OCCC(=O)Nc1ccc(F)c(Cl)c1` gave TNAP inh hiacc 2.0, bIAP act 1.2, Diaph act CS 1, bIAP inhibitor -16.2, TNAP act hi DEA 1, PMI act hi M6P 1, PMI activator 0.9, L major viab 68.1*, TNAP inh noacc -0.2 and Diaphorase inh 0.0.
`CCCCC(CC)CNC(=O)C1C2C=CC(C2)C1C(=O)O` (centres undefined) gave TNAP inh hiacc -6.2, bIAP act 0.9, Diaph act CS 0.9, bIAP inhibitor 5.7, TNAP act hi DEA 1.1, PMI act hi M6P 1, PMI activator 0.9, L major viab -1.3, TNAP inh noacc -11.6 and Diaphorase inh 12.6.
c1ccc(CCNc2ccc3nncn3n2)cc1 was read as TNAP inh hiacc -0.3, bIAP act 0.9, Diaph act CS 1, bIAP inhibitor 8.8, TNAP act hi DEA 1, PMI act hi M6P 1, PMI activator 1, L major viab -8.2, TNAP inh noacc -9.7 and Diaphorase inh 2.0.
`COc1ccc(C(=O)N2CCN(c3nnnn3-c3ccccc3)CC2)cc1OC` gave TNAP inh hiacc -2.5, bIAP act 1.1, Diaph act CS 1, bIAP inhibitor -8.7, TNAP act hi DEA 1, PMI act hi M6P 1, PMI activator 0.9, L major viab 3.9, TNAP inh noacc 1.0 and Diaphorase inh 4.8.
`COc1ccc(NCc2cc3cc(OC)ccc3[nH]c2=O)cc1` gave TNAP inh hiacc -4.6, bIAP act 0.8, Diaph act CS 0.5, bIAP inhibitor 19.5, TNAP act hi DEA 1, PMI act hi M6P 0.7, PMI activator 1, L major viab 28.1, TNAP inh noacc -16.0 and Diaphorase inh 46.5.
O=C(Nc1cccc(O)c1)c1cccc(S(=O)(=O)N2CCCC2)c1 was read as TNAP inh hiacc -5.7, bIAP act 0.8, Diaph act CS 1, bIAP inhibitor 17.1, TNAP act hi DEA 1.1, PMI act hi M6P 1, PMI activator 0.9, L major viab -14.5, TNAP inh noacc -9.7 and Diaphorase inh 4.7.
`Cc1ccnc(SCc2cc(=O)c(OC(=O)c3cc([N+](=O)[O-])ccc3Cl)co2)n1` gave TNAP inh hiacc -9.5, bIAP act 0.8, Diaph act CS 0.8, bIAP inhibitor 18.5, TNAP act hi DEA 1.1, PMI act hi M6P 1, PMI activator 1, L major viab -6.5, TNAP inh noacc -6.6 and Diaphorase inh 18.3.
Screening COc1cccc(Cn2c(-c3nonc3N)nc3ccccc32)c1 returned TNAP inh hiacc 3.1, bIAP act 1, Diaph act CS 0.7, bIAP inhibitor 1.2, TNAP act hi DEA 1, PMI act hi M6P 0.8, PMI activator 0.8, L major viab 2.4, TNAP inh noacc -0.1 and Diaphorase inh 28.9.

2 neighbouring compounds out of the list so far, for reference:
Screening CC1=CC(C)(C)N=C(Nc2ccc(C)cc2)S1 returned TNAP inh hiacc -8.5, bIAP act 0.8, Diaph act CS 0.8, bIAP inhibitor 15.9, TNAP act hi DEA 1.1, PMI act hi M6P 0.9, PMI activator 1, L major viab 29.1, TNAP inh noacc -15.7 and Diaphorase inh 17.3.
`Cc1ccccc1OCCC(=O)Nc1ccc(F)c(Cl)c1` gave TNAP inh hiacc 2.0, bIAP act 1.2, Diaph act CS 1, bIAP inhibitor -16.2, TNAP act hi DEA 1, PMI act hi M6P 1, PMI activator 0.9, L major viab 68.1*, TNAP inh noacc -0.2 and Diaphorase inh 0.0.

Other entries.
Screening COc1cccc(/C=N/NC(=O)c2ccc(-c3ccccc3)cc2)c1O returned TNAP inh hiacc 3.3, bIAP act 1.1, Diaph act CS 0.9, bIAP inhibitor -13.1, TNAP act hi DEA 1, PMI act hi M6P 1.1, PMI activator 1.1, L major viab 99.8*, TNAP inh noacc -15.2 and Diaphorase inh 5.4.
For COC(=O)C1=C(N)Oc2cc(C)n(CC3CCCO3)c(=O)c2C1c1ccccc1OC (centres undefined) the results were TNAP inh hiacc -1.3, bIAP act 1, Diaph act CS 0.9, bIAP inhibitor -1.3, TNAP act hi DEA 1, PMI act hi M6P 0.9, PMI activator 0.9, L major viab -10.1, TNAP inh noacc -6.1 and Diaphorase inh 9.4.
`COc1ccc(C2CC(c3ccccc3)=NN2c2ccc(S(N)(=O)=O)cc2)cc1` (centres undefined) gave TNAP inh hiacc -27.2, bIAP act 1.2, Diaph act CS 0.6, bIAP inhibitor -22.7, TNAP act hi DEA 1.3, PMI act hi M6P 0.9, PMI activator 0.8, L major viab 29.8, TNAP inh noacc -19.7 and Diaphorase inh 42.3.
For Cc1cccc2cc(CNCC3CCCO3)c(Cl)nc12 (centres undefined) the results were TNAP inh hiacc -8.3, bIAP act 1, bIAP inhibitor 0.9, TNAP act hi DEA 1.1, L major viab 7.9 and TNAP inh noacc -9.7.
Cc1ccc(CNC(=O)C2CC(c3cccc([N+](=O)[O-])c3)=NO2)o1 (centres undefined) was read as TNAP inh hiacc -4.0, bIAP act 0.9, Diaph act CS 0.9, bIAP inhibitor 10.8, TNAP act hi DEA 1, PMI act hi M6P 0.9, PMI activator 0.9, L major viab -2.2, TNAP inh noacc 3.8 and Diaphorase inh 7.5.
`COc1ccc(C(C)NC(=O)c2ccc(Br)cc2)cc1OC` (centres undefined) gave TNAP inh hiacc -2.7, bIAP act 0.5, Diaph act CS 0.9, bIAP inhibitor 47.3, TNAP act hi DEA 1, PMI act hi M6P 1, PMI activator 0.9, L major viab -5.0, TNAP inh noacc -6.0 and Diaphorase inh 7.8.
Screening N#CC1=C(Nc2ccccc2)SC=C(c2ccccc2)N=C1N1CCOCC1 returned TNAP inh hiacc 3.2, bIAP act 0.8, Diaph act CS 0.9, bIAP inhibitor 18.8, TNAP act hi DEA 1, PMI act hi M6P 0.9, PMI activator 0.9, L major viab -0.3, TNAP inh noacc -2.4 and Diaphorase inh 12.8.
Screening COc1ccc(S(=O)(=O)/N=C2/NC(=O)/C(=C\c3ccco3)S2)cc1 returned TNAP inh hiacc 2.9, bIAP act 1.4, Diaph act CS 0.7, bIAP inhibitor -40.7, TNAP act hi DEA 1, PMI act hi M6P 0.8, PMI activator 1, L major viab 36.1, TNAP inh noacc 8.1 and Diaphorase inh 25.7.
Cc1oc(-c2ccccc2F)nc1CS(=O)(=O)CC(=O)NC1CCCC1 was read as TNAP inh hiacc -3.2, bIAP act 1, Diaph act CS 0.9, bIAP inhibitor 4.6, TNAP act hi DEA 1, PMI act hi M6P 1, PMI activator 0.9, L major viab -3.5, TNAP inh noacc -3.6 and Diaphorase inh 6.7.
For CCOc1ccccc1OCC(=O)N/N=C(\C)Cc1ccc(OC)cc1 the results were TNAP inh hiacc -3.8, bIAP act 1.3, Diaph act CS 1, bIAP inhibitor -27.3, TNAP act hi DEA 1, PMI act hi M6P 1, PMI activator 1, L major viab 6.2, TNAP inh noacc -9.4 and Diaphorase inh 4.8.
`O=c1oc(-c2cccc(S(=O)(=O)N3CCOCC3)c2)nc2ccccc12` gave TNAP inh hiacc -1.0, bIAP act 0.9, Diaph act CS 1, bIAP inhibitor 12.9, TNAP act hi DEA 1, PMI act hi M6P 1, PMI activator 1, L major viab -6.3, TNAP inh noacc -7.5 and Diaphorase inh 4.2.
Screening COc1cc(OC)c(C(=O)Nc2ccc(N(C)C)cc2)cc1OC returned TNAP inh hiacc 2.6, bIAP act 1, Diaph act CS 1, bIAP inhibitor 4.8, TNAP act hi DEA 1, PMI act hi M6P 1, PMI activator 0.9, L major viab 3.4, TNAP inh noacc -5.7 and Diaphorase inh 0.7.
For COc1ccc(C(=O)Nn2c(SCc3ccc([N+](=O)[O-])cc3)nc3ccccc3c2=O)cc1 the results were TNAP inh hiacc -1.3, bIAP act 1.1, Diaph act CS 0.8, bIAP inhibitor -13.3, TNAP act hi DEA 1, PMI act hi M6P 0.8, PMI activator 0.8, L major viab 44.1, TNAP inh noacc -7.5 and Diaphorase inh 20.9.

Rows are unselected; overall some 10% were active at least once.
